H69AR inhibit = proliferation blockers of H69AR lung cancer cells, primary screen, cell-based, human, 86K library. H69AR lung tumor viability, ATP luminescence, 72 h; active compounds read low. viability, % at 10 µM. 6% of 85,000 active. AID 598, 2007;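 active means viability at or below 40%; inactive means viability above 40%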;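 further: multidrug resistant small cell line overexpressing MRP-1 efflux transporter; 100% = mean luminescence of untreated control wells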
Fibroblast inh = antiproliferative effect on LL 47 fibroblasts – human, LL 47 cells, CellTiter-Glo luminescence, primary screen; viability, % at 10 µM; 1.1% of 85,000 active; LL 47 human lung fibroblast viability, ATP luminescence; active compounds read low;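 active means viability at or below 50% in the single dose screen; inactive means viability above 50%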;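 further: compound exposure lasted 72 h before the ATP readout; 100% = median luminescence of untreated cell-only wells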
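Benchmarks: Cell-only wells, no compound | Test system: LL 47 human lung fibroblasts, passage 12 or lower | Input: 1,150 cells/well | Measured by: CellTiter-Glo luminescence measuring cellular ATP | Medium: IMEM, 15% FBS supplement | Schedule: Overnight attachment after seeding, then 72 h compound exposure at 37 °C | Doses: Compound addition at 0.1% DMSO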
S1P2 agonist = S1P2 receptor agonists, primary screen, cell-based; AID 729, 2007; activation, % at 4.5 µM; S1P2-expressing cell line, agonist reporter read-out; Sphingosine 1-phosphate receptor 2 (Homo sapiens), O95136; 0.46% of 97,000 active; in the data active means activation above about 16%;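 further: 0% = vehicle low control and 100% = maximal reference agonist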
Target sequence (O95136 whole entry, looked up): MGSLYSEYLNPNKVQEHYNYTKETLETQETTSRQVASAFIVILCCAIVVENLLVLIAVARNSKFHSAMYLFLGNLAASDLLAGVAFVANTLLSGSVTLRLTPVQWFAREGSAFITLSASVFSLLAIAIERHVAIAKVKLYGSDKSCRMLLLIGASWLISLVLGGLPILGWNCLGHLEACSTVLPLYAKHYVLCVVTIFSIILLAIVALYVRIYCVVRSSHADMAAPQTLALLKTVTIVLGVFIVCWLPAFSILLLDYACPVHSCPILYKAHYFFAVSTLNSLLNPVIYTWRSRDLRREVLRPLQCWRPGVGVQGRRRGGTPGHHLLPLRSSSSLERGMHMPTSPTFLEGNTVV
S1P2 blocker = human S1P2 receptor antagonists, primary screen, cell-based; AID 736, 2007; Sphingosine 1-phosphate receptor 2 (Homo sapiens), O95136; 0.21% of 97,000 active; cell-based S1P2 antagonist assay, inhibition at 5 uM; inhibition, % at 5 µM; in the data active means inhibition above about 45%;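 further: CRE beta-lactamase reporter cells expressing human S1P2 stimulated with S1P; 0% = agonist at EC80 alone and 100% = agonist plus reference antagonist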
HUVEC inhibit = inhibitors of HUVEC proliferation, primary screen, cell-based, 384-well; 1.1% of 86,000 active; CellTiter-Glo luminescence, 72 h; active compounds read low; viability, % at 10 µM (by protocol);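 active means viability at or below 30%; inactive means viability above 30%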;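 further: 100% = median luminescence of DMSO-only cell control wells on each plate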
PostGolgi yeast = phenotypic screen on post-Golgi transport, primary screen. inhibition, % at 10 µM. 0.9% of 98,000 active. AID 739, 2007. post-Golgi transport phenotypic cell assay;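 further: yeast cells grown in 1536-well plates; yeast grown about 18 h at 30C before absorbance read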
hDAT+cocaine = changed hDAT dopamine uptake under cocaine IC80, either direction, primary screen, cocaine antagonist project, cell-based, LLC-PK1 hDAT, [14C]-dopamine uptake, MLSMR. LLC-PK1 hDAT cells, [14C]-dopamine uptake with cocaine IC80; actives deviate in either direction. 1.3% of 110,000 active. AID 449768, 2010. B-score at 10 µM;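 active means Z score or B-score, a plate-position-corrected score, falls beyond the plate's 99.7% confidence bounds, in either direction; inactive means both scores lie inside the 99.7% bounds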;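 further: scored against the spread of the other compound wells on the same plate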
Target sequence (Q01959 whole entry, looked up): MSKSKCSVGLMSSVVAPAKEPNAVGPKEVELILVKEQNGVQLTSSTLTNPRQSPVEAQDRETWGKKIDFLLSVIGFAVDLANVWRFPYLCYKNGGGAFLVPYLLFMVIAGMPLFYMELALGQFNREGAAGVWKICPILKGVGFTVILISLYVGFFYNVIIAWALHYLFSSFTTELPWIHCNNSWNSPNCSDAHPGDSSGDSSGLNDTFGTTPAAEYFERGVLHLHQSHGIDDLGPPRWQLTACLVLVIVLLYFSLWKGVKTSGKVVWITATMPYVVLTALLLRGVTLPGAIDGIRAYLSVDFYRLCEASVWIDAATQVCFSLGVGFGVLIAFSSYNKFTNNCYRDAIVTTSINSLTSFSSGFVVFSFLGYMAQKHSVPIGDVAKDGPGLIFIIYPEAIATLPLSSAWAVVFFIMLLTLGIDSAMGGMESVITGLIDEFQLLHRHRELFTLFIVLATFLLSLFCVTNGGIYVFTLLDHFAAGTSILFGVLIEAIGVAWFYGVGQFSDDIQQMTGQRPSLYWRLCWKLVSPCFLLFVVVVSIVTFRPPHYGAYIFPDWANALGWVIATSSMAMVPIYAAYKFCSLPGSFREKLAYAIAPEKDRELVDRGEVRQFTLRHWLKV
Ecoli WT expand = growth inhibitors of wild-type E. coli, primary screen, strain BW25113, expanded library, OD600; OD600 absorbance; growth inhibition, % at 100 µM; 0.15% of 98,000 active; AID 710, 2007;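 active means growth inhibition above about 50% at one test dose, limit read from the data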;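 further: growth measured after 20 h incubation at 37 °C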
PostGolgi ctrl = growth inhibition of yeast control strain, primary screen, counter-screen for post-Golgi transport modulator project; 5% of 98,000 active; efflux-deficient yeast background strain, growth absorbance A615, 16 h; AID 738, 2007; inhibition, % at 10 µM
* marks the source's active call; other numbers are inactive results; x = no result given. Unless noted, no stated cut-off is given here; in the data, active means inhibition above about 30%; inactive means the rest.

SMILES | H69AR inhibit | Fibroblast inh | S1P2 agonist | S1P2 blocker | HUVEC inhibit | PostGolgi yeast | hDAT+cocaine | Ecoli WT expand | PostGolgi ctrl
O=C(CSc1ncnc2c1oc1ccccc12)Nc1ccccc1C(F)(F)F | 84 | 97 | x | x | 89 | 5 | -0.34 | 1 | 0
COC(=O)c1c(CSc2ccc(Cl)cc2)noc1C(=O)NCc1ccco1 | x | x | -6 | 10 | x | 6 | -0.024 | -23 | 20
O=S(=O)(c1ccc(NCC2CCCCC2)nc1)N1CCOCC1 | 103 | 98 | -2 | 5 | 104 | 0 | 0.58 | 4 | 8
c1cncc(Nc2nc(-c3cccnc3)cs2)c1 | 51 | 95 | x | x | 81 | 6 | 0.3 | 6 | 5
COc1ccc(CNC(=O)C2CCC(CNc3c(N4CCOCC4)c(=O)c3=O)CC2)cc1 (configuration not stated) | x | x | 0 | 7 | x | -1 | -0.44 | -6 | 4
CC(C)c1ccc(OCC(=O)Nc2cccc3c2CCCC3)cc1 | x | x | -4 | 6 | x | 0 | 0.049 | 1 | -10
O=C(CSc1nnc(-c2ccc(F)cc2)o1)Nc1ccccc1N1CCOCC1 | 87 | 107 | 0 | -1 | 115 | x | 3.3* | x | x
Cc1n[nH]c(=S)n1/N=C/c1ccc(Br)o1 | x | x | -7 | -2 | x | 4 | -0.36 | -6 | 49*
COc1cc(OC)cc(-c2cc3nc(C)cc(N4CCN(C(=O)c5ccco5)CC4)n3n2)c1 | x | x | 5 | -31 | x | -11 | x | -2 | 30*
Cc1ccc2c(c1)c1c(n2CC(O)Cn2ccnc2C)C(=O)CCC1 (configuration not stated) | 65 | 91 | 1 | -13 | 98 | x | -0.23 | x | x
CC1CCc2c(sc(NC(=O)Cn3nc(C(F)(F)F)c4c3CCCCC4)c2C#N)C1 (configuration not stated) | x | x | -3 | -30 | x | 8 | -0.046 | -5 | 25
CN(CC(=O)Nc1cccnc1)S(=O)(=O)c1cc(Cl)ccc1Cl | 84 | 103 | -5 | 3 | 86 | -3 | 0.061 | -4 | 7
COc1ccc(C2CC(C(F)(F)F)n3ncc(C(=O)Nc4cccc(O)c4)c3N2)cc1OC (configuration not stated) | x | x | 14 | -20 | x | 0 | -0.087 | -6 | -4
COc1cccc(/C=N/n2c(-c3ccco3)nc3ccccc3c2=O)c1 | 59 | 104 | -4 | -16 | 81 | 5 | -0.44 | -5 | 20
CC(=O)N(Cc1cccnc1)Cc1cc2ccc(C)cc2[nH]c1=O | 100 | 99 | -4 | 16 | 85 | -2 | -1.1 | 3 | 3
Cc1ccc(C(C(=O)NC2CCCCC2)N(C(=O)Cc2c[nH]c3ccccc23)c2ccccc2)o1 (configuration not stated) | x | x | -1 | -7 | x | -5 | -1.4 | -8 | 13
CCCC1(c2ccccc2)NC(=O)N(CC(=O)Nc2sc(-c3ccccc3)cc2C(=O)OCC)C1=O (configuration not stated) | 34* | 22* | -5 | -20 | 22* | 6 | -0.051 | -14 | 2
CN(C)c1nc(NS(=O)(=O)c2ccc(Cl)cc2)nc(N(C)C)n1 | 97 | 95 | 0 | 2 | 105 | 4 | 1.4 | 9 | -2
O=C(Cn1c(=O)n(CC2CCCO2)c(=O)c2ccccc21)c1ccc(Cl)c(Cl)c1 (configuration not stated) | 40 | 92 | -5 | -7 | 97 | 6 | 0.46 | -8 | -2
Cc1ccc2cc(CN(CCO)Cc3nnnn3Cc3ccc(F)cc3)c(=O)[nH]c2c1 | 86 | 95 | -3 | 10 | 94 | 37* | 0.53 | 0 | -5
CCCN(CCC)C(=O)Cn1c(=O)n(CCC(=O)NCCc2ccccc2)c(=O)c2ccccc21 | 90 | 97 | -8 | 0 | 91 | -3 | -8* | -13 | 11
COc1cccc(CN(Cc2ccco2)S(=O)(=O)c2ccc(S(=O)(=O)NCc3ccccc3)cc2)c1OC | 70 | 97 | -7 | -21 | 77 | x | -0.013 | x | x
COc1ccc(Cc2nc(-c3cccc(C)c3)no2)cc1 | 101 | 106 | -5 | -17 | 105 | -4 | 0.33 | -1 | 4
Fc1ccccc1NC(=S)NNc1ncc(C(F)(F)F)cc1Cl | x | x | -4 | -7 | x | 0 | x | 12 | -2
CCOC(=O)c1cc(NC(=O)c2cnccn2)cc(C(=O)OCC)c1 | 63 | 91 | -4 | -26 | 76 | -2 | -1.4 | 0 | 6
O=C(c1ccccc1Oc1ccccc1)N1CCN(c2ccccc2)CC1 | 88 | 100 | -4 | 7 | 99 | 14 | -0.13 | 2 | 21
COc1ccc(C(=O)NC(CO)c2nnc(SCc3ccc(Cl)c(Cl)c3)n2C)cc1 (configuration not stated) | x | x | -10 | 15 | x | 8 | 0.44 | 8 | -2
Cc1cc(NC(=O)c2cccs2)n(-c2ccccc2)n1 | 91 | 102 | -5 | -8 | 94 | -7 | 0.017 | 5 | -2
COc1ccc(C(=O)CN2C(=O)C(C)(C)Oc3ccc(C(=O)N4CCCCCC4)cc32)cc1 | 76 | 102 | -2 | 11 | 102 | -4 | 0.9 | 9 | 13
COc1ccccc1-c1nnc(SCC(=O)N2CC(C)CC(C)C2)o1 (configuration not stated) | 68 | 100 | -7 | 9 | 93 | 14 | 0.36 | 4 | 0
Cc1ccc(NC2OC(C(O)CO)C(O)C2O)cc1[N+](=O)[O-] (configuration not stated) | x | x | -4 | 18 | x | -1 | -1.9 | -4 | 9
Cc1ccc(/C=N/NC(=O)Cn2nc(C)c(Br)c2C)o1 | 102 | 101 | -8 | 9 | 106 | 17 | -0.039 | 4 | -3
CC1CCCCC1NC(=O)CSc1nnc(COc2ccccc2Cl)o1 (configuration not stated) | 90 | 97 | -3 | 22 | 99 | -3 | -0.43 | -8 | 9
COc1ccc(N2CCN(CCCNC(=O)CN3CCN(Cc4ccccc4C)C3=O)CC2)cc1 | x | x | -14 | 25 | x | -3 | -2.5 | 1 | 2
COc1ccccc1C(OC(=O)c1ccco1)C(=O)NC(C)(C)C (configuration not stated) | 108 | 105 | -3 | 5 | 91 | 17 | -0.33 | -1 | 10
COc1ccc(Oc2nnc(-c3ccccc3)cc2C#N)cc1 | x | x | -1 | 7 | x | 11 | 0.013 | -11 | -2
O=C(c1ccco1)N1CCN(c2nc(-c3ccc(F)cc3)cs2)CC1 | 98 | 103 | -3 | 6 | 112 | 1 | 0.037 | -2 | 13
CCOc1ccc(N(CC(=O)Nc2cccc(OC)c2)S(=O)(=O)c2c(C)noc2C)cc1 | 72 | 89 | -3 | -2 | 88 | 0 | 0.91 | -21 | 9
CCN(C(=O)c1cc(Cl)ccc1OC)c1ccccc1 | 88 | 88 | -11 | 3 | 100 | 27 | -0.96 | 3 | 1
O=C1CC(N2CCN(C/C=C/c3ccccc3)CC2)C(=O)N1Cc1cccs1 (configuration not stated) | 98 | 100 | -2 | -15 | 92 | 14 | -0.59 | 5 | 8
COc1ccc(NC(=O)Cn2c(=O)n(CC(=O)NCc3ccco3)c(=O)c3ccccc32)cc1 | x | x | -5 | 1 | x | -8 | 0.87 | -3 | 4
O=C(CSc1nc2ccccc2[nH]1)N1CCCCC1 | 107 | 103 | -11 | 2 | 107 | -2 | 0.4 | 5 | 1
CSc1nc(N)nc(-c2cccs2)c1C#N | x | x | -3 | -22 | x | -4 | -0.61 | 2 | 19
O=c1[nH]cnc2c1sc1nc3c(c(-c4ccc(Cl)cc4)c12)CCC3 | x | x | -7 | -4 | x | 13 | -1.1 | -3 | 16
Cc1ccc(N(Cc2ccco2)C(=O)c2cccc(S(=O)(=O)N(C)C)c2)cc1 | 86 | 97 | 1 | -24 | 98 | 11 | -0.95 | -4 | 13
CCOC(=O)CCCSc1nc2sc3c(c2c(=O)[nH]1)CCC3 | 93 | 106 | -1 | -16 | 93 | 4 | 0.016 | -10 | 11
CCNC(=O)CN(CCc1ccccc1)S(=O)(=O)c1ccc(OC)cc1 | 84 | 102 | -6 | 5 | 97 | 11 | -0.02 | 2 | -7
CCCCNC(=O)NNC(=O)c1ccoc1C | x | x | -8 | -20 | x | 8 | -1.4 | 8 | -9

Profiles, looked up by structure. Order of values: H69AR inhibit | Fibroblast inh | S1P2 agonist | S1P2 blocker | HUVEC inhibit | PostGolgi yeast | hDAT+cocaine | Ecoli WT expand | PostGolgi ctrl
Listed for COc1ccc(NC(=O)Cn2c(=O)n(CC(=O)NCc3ccco3)c(=O)c3ccccc32)cc1 → x | x | -5 | 1 | x | -8 | 0.87 | -3 | 4
Listed for CSc1nc(N)nc(-c2cccs2)c1C#N → x | x | -3 | -22 | x | -4 | -0.61 | 2 | 19
Listed for Cc1ccc(N(Cc2ccco2)C(=O)c2cccc(S(=O)(=O)N(C)C)c2)cc1 → 86 | 97 | 1 | -24 | 98 | 11 | -0.95 | -4 | 13

The list goes on.
SMILES | H69AR inhibit | Fibroblast inh | S1P2 agonist | S1P2 blocker | HUVEC inhibit | PostGolgi yeast | hDAT+cocaine | Ecoli WT expand | PostGolgi ctrl
CCN(C(=O)Cc1cccs1)c1nnc(-c2cc(OC)c(OC)c(OC)c2)s1 | 86 | 100 | 13 | -28 | 102 | 0 | -0.47 | -1 | 15
Cc1ccn(C(=O)c2ccc(NC(=O)C3CCCCC3)cc2)n1 | 85 | 100 | -4 | 1 | 95 | 9 | -1.4 | 0 | 5
O=C(CN1C(=O)NC2(CCSC2)C1=O)N1CCN(c2ccc(F)cc2)CC1 (configuration not stated) | 84 | 98 | -4 | 16 | 103 | x | -0.31 | x | x
NC(=O)CC1SC(N)=NC1=O (configuration not stated) | x | x | 0 | -13 | x | -8 | 1.2 | 0 | 6
Nc1cc(OC(=O)c2cccs2)nn1S(=O)(=O)c1ccccc1 | x | x | -8 | 30 | x | 1 | 1.3 | 6 | 11
COc1cccc(C(=O)Nc2ccc(N3CCN(S(C)(=O)=O)CC3)cc2)c1 | 90 | 95 | -6 | 0 | 89 | -2 | -0.56 | -9 | 9
COc1ccc(NC(=O)CSc2nc3c(c(=O)n2-c2ccccc2OC)SCC3)cc1 | 104 | 106 | -5 | 7 | 100 | 5 | 2 | -8 | 21
Cc1ccc(N2C(=O)c3ccccc3C2Nc2ccc(S(=O)(=O)N3CCOCC3)cc2)nc1 (configuration not stated) | 70 | 94 | -9 | -3 | 94 | -13 | 1.2 | -2 | 12
O=S(=O)(Cc1ccccc1)Nc1ccc(S(=O)(=O)NCC2CCCO2)cc1 (configuration not stated) | 104 | 104 | -4 | -16 | 102 | 16 | -1.1 | 1 | 6
COc1cc(C(=O)NCc2cn3cccc(C)c3n2)cc(OC)c1OC | 87 | 91 | 0 | -11 | 87 | 2 | 0.021 | 4 | 4
Cc1ccc(Oc2nn[nH]n2)cc1 | x | x | -2 | -2 | x | 3 | -0.15 | -6 | 8
Cc1c(CCC(=O)O)c(=O)oc2cc3occ(-c4ccc(F)cc4)c3cc12 | 102 | 91 | -1 | 14 | 104 | -10 | -1.5 | -9 | 6
COc1ccc(N(CC(O)Cn2c3ccccc3c3ccccc32)S(=O)(=O)c2ccccc2)cc1 (configuration not stated) | x | x | -3 | 5 | x | -9 | 0.099 | -20 | 30
CCn1c(SCC(=O)N(Cc2ccccc2)C2CCS(=O)(=O)C2)nc2ccccc2c1=O (configuration not stated) | 55 | 88 | 0 | -20 | 87 | 9 | 0.081 | -8 | -1
CC(=O)c1c(C)nc2cc(Cl)ccc2c1N | 94 | 94 | 1 | -13 | 91 | -8 | x | 19 | 8
O=S(=O)(NCC1CCCO1)c1cc(Cl)ccc1Br (configuration not stated) | 105 | 95 | -4 | 6 | 101 | -3 | 0.24 | 4 | 20

Screening results (PubChem)

Not a hit list; about 11% have a hit in one of these screens.
